# DDE Tn7 FP inh: inhibitors of Tn7 peptide binding to fibrin DD(E), primary screen, biochemical, fluorescence polarization, human fibrin, Tn7 probe; Fibrinogen beta chain (Homo sapiens), P02675; FP displacement of FITC-Tn7 peptide from fibrin DD(E); 0% = median of compound wells per plate; inhibition, % at 8.3 µM; AID 720508, 2013; 370,000 tested, 0.13% active;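 active means inhibition above the mean of compounds falling within the control limits plus 3 SD of them, cut at about 14% in these data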;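 further: 0% = plate median of compound wells and 100% = 10 µM Aha-Tn7 peptide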
#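 Assay system: Human clot-derived fibrin DD(E) complex | Buffer or medium: Tris/NaCl/CaCl2 buffer, pH 7.8 | Repeats: One replicate per compound | Benchmarks: Aha-Tn7 high control | Measure: % inhibition scaled between sample-field median and high-control FP | Schedule: 10 min plus 3 h, room temperature | Signal: Fluorescence polarization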
# ASAP1 GAP inh: inhibitors of human ASAP1 ArfGAP activity, primary screen, biochemical, fluorescence polarization. Arf-GAP with SH3 domain, ANK repeat and PH domain-containing protein 1 (Homo sapiens), …. ASAP1-stimulated ARF1 GTP hydrolysis, GDP FP detection. inhibition, % at 16.5 µM. 360,000 tested, 0.19% active. AID 624377, 2012; in the data active means inhibition above about 25%;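 further: 0% = vehicle with enzyme and substrate and 100% = no enzyme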
# Target sequence (Q9ULH1 325-724 limits assumed): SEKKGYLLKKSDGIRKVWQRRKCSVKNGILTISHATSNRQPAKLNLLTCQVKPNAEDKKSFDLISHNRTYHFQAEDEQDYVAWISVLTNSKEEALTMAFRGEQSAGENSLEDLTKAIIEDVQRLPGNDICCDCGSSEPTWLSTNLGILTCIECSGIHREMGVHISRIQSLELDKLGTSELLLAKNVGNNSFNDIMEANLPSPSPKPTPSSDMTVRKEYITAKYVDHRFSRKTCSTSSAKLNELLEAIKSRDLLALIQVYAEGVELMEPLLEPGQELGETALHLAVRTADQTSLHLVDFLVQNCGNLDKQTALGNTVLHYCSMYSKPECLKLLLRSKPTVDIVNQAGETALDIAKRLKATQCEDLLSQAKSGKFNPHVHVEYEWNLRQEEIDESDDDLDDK
# PLC-gamma1 inh: PLC-gamma1 enzyme inhibitors, primary screen, biochemical, fluorescence, purified enzyme | 1-phosphatidylinositol 4,5-bisphosphate phosphodiesterase gamma-1 (Homo sapiens), P19174 | fluorogenic substrate | inhibition, % at 12.2 µM | 370,000 tested, 0.84% active | AID 720700, 2013; in the data active means inhibition above about 9.5%
# UHRF1 binding: UHRF1 methylated DNA binding inhibitors, primary screen, counter-screen for MBD2 inhibitor project, biochemical, TR-FRET, human UHRF1, single concentration. E3 ubiquitin-protein ligase UHRF1 (Homo sapiens), Q96T88. UHRF1 binding to methylated oligo. inhibition, % at 4.4 µM. 370,000 tested, 0.75% active; in the data active means inhibition above about 21%;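 further: UHRF1 SRA domain binding a hemimethylated CpG hairpin DNA probe; 0% = median of test compound wells and 100% = reference inhibitor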
# Rev-erbA mod: modulators of Rev-erb alpha DNA binding, primary screen, biochemical, FITC-DNA, fluorescence polarization, uHTS | Rev-erbα–FITC-DNA binding, 90 min | 370,000 tested, 0.79% active | Nuclear receptor subfamily 1 group D member 1 (Homo sapiens), P20393 | activity, % at 10 µM;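 active means activity above about 14%, limit read from the data; passing the limit was not always enough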;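 further: 0% = DMSO wells with 35 nM protein and 100% = DMSO wells with 750 nM protein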
# Target sequence (P20393 whole entry, looked up): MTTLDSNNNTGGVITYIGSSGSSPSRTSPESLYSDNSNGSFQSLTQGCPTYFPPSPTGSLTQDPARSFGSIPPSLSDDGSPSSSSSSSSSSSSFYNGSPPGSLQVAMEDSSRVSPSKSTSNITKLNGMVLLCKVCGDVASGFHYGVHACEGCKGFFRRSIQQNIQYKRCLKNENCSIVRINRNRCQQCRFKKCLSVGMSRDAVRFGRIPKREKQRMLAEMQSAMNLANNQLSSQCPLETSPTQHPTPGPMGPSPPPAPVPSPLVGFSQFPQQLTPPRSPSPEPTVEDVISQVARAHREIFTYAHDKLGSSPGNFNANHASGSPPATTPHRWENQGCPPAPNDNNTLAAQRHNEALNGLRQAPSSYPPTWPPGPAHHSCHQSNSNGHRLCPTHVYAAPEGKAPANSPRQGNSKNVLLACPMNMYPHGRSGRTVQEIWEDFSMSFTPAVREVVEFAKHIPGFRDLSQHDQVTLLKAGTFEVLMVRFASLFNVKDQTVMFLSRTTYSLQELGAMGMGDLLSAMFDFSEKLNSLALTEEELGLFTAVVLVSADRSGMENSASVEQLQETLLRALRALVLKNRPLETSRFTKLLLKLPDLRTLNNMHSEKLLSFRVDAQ
# HGIII-sPLA2 inh: human group III sPLA2 inhibitors, primary screen, biochemical, QFRET, BODIPY PC-A2 liposome substrate | Group 3 secretory phospholipase A2 (Homo sapiens), Q9NZ20 | inhibition, % at 12.2 µM | QFRET BODIPY PC-A2 liposome hydrolysis, fluorescence | 370,000 tested, 0.56% active | AID 743126, 2013;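 active means inhibition above mean plus 3 SD of compounds lying within the high and low control bounds, cut at about 19% in these data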;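 further: 0% = median of test compound wells and 100% = no enzyme DMSO wells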
# KLK7 zymogen act: proKLK7 zymogen activators, primary screen, biochemical, fluorescence intensity. Kallikrein-7 (Homo sapiens), P49862. purified proKLK7, EDANS-DABCYL substrate fluorescence; 100% is mature enzyme control, 0% vehicle. activation, % at 7 µM. 370,000 tested, 0.9% active;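 active means activation above the mean of all tested compounds plus 3 SD, computed per campaign excluding outliers beyond control limits, cut at about 13% in these data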
# Tn6 DDE FP: inhibitors of Tn6 peptide binding to fibrin DD(E), primary screen, biochemical, fluorescence polarization, human fibrin, Tn6 probe; Fibrinogen beta chain (Homo sapiens), P02675; Fibrin DD(E) TRITC-Tn6 fluorescence polarization displacement; inhibition, % at 8.3 µM; 370,000 tested, 0.21% active;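 active means inhibition above a per-campaign cutoff: mean of compounds within control limits plus 3 SD, cut at about 15% in these data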;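 further: 0% = median of all compound wells on the plate and 100% = blocking peptide control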
# ARFGAP1 inhibitor: inhibitors of rat ARFGAP1 GAP activity, primary screen, biochemical, fluorescence polarization, GDP tracer; inhibition, % at 16.5 µM; 360,000 tested, 0.26% active; ADP-ribosylation factor GTPase-activating protein 1 (Rattus norvegicus), Q62848; Arfgap1-stimulated ARF1 GTP hydrolysis, GDP FP detection;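 active means inhibition above a per-plate limit, mean inhibition of low control wells plus 3 SD, cut at about 25% in these data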;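 further: 0% = DMSO wells with enzyme and 100% = wells lacking Arfgap1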
#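 Material: truncated rat Arfgap1 GAP domain; Incubation: compound-enzyme preincubation 20 min, reaction 120 min, detection 60 min, 25 °C; Read-out: percent inhibition of Arfgap1-stimulated GTP hydrolysis; Technique: FP, GDP Alexa 633 tracer displaced from anti-GDP antibody, 620/688 nm; Controls: No-Arfgap1 wells (100%) versus DMSO full-reaction wells (0%); Replication: single well per compound.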
# PLC-beta3 inh: human PLC-beta3 inhibitors, primary screen, biochemical, fluorescence | inhibition, % at 12.2 µM | Purified PLC-beta3, fluorogenic substrate | 1-phosphatidylinositol 4,5-bisphosphate phosphodiesterase beta-3 (Homo sapiens), Q01970 | 370,000 tested, 0.18% active; in the data active means inhibition above about 11%;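 further: 0% = median of compound wells on plate and 100% = full blocker control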
# * = called active by the depositor; nt = not tested or not shown; & = joins results of further samples. Not all compounds are listed; the hit share may differ from the screen's.
item	SMILES	DDE Tn7 FP inh	ASAP1 GAP inh	PLC-gamma1 inh	UHRF1 binding	Rev-erbA mod
1	Cc1ccc(C(C)C)c(OCC#CCN2CCCC2)c1	0	-10	4	-1	8
2	CC(C)c1ccc(OCC(=O)N2CCN(C)CC2)c(Br)c1	-3	0	1	1	2
3	O=c1[nH]c(=S)n(-c2ccccc2)c(O)c1C=NCc1ccccn1	-10	9	1	1	-4
4	Cc1cccc(C(C)c2cnc[nH]2)c1C (stereo not drawn)	6	nt	-2	2	-4&-1
5	CC1(C)C(=O)CC[C@@]2(C)C1=CCC1C2CC[C@]2(C)C(=O)CCC12 (stereo partly drawn)	0	0	7	1	2
6	O=c1cccc2n1CC1CC2CN(c2ncnc3c2cnn3-c2ccccc2)C1 (stereo not drawn)	2	-2	-2	2	-2
7	CCCCn1c(N)c(N(CCOC)C(=O)CN2CC=C(c3ccccc3)CC2)c(=O)[nH]c1=O	-2	-2	-6	-2	1
8	Cc1ccc2nc(-c3ccc(CN4CCC(n5c(=O)[nH]c6cc(Cl)ccc65)CC4)cc3)c(-c3ccccc3)nc2c1	5	-4	-53	0	-5
9	C[C@]12CCC3[C@@H](CCC4=CC(=O)CC[C@@]43CO)C1CCC2=O (stereo partly drawn)	-2	-3	-2	2	2
10	C[C@H]1CCCC(=O)CCC/C=C/c2cc(O)cc(O)c2C(=O)O1	1	20	-53	-2	-3

item	HGIII-sPLA2 inh	KLK7 zymogen act	Tn6 DDE FP	ARFGAP1 inhibitor	PLC-beta3 inh
1	-5	-0.2	-6	7	7
2	2	-0.4	-1	7	0
3	4	0.1	1	12	-3
4	-4	-0.2	-6	nt	0
5	-1	1.4	-3	0	4
6	-1	-0.5	0	-15	-3
7	-3	-0.1	8	-1	-9
8	-7	-12	-9	13	-50
9	1	0.1	-10	6	-11
10	-19	-0.5	-5	-2	-75

# (next part)
item	SMILES	DDE Tn7 FP inh	ASAP1 GAP inh	PLC-gamma1 inh	UHRF1 binding	Rev-erbA mod
11	CCC(=O)N1c2ccc(S(=O)(=O)CCC(=O)N3CCC4(CC3)OCCO4)cc2CC1C (stereo not drawn)	2	20	2	-4	-1
12	CC(C)N(Cc1ccco1)/N=C/c1c(O)n(Cc2ccccc2)c(=O)[nH]c1=O	-10	2	9	-2	-2
13	O=C(Cn1cc(C=C2C(=O)NC(=O)NC2=O)c2ccccc21)NCC1CCCO1 (stereo not drawn)	2	4	-5	-5	2
14	COC(=O)C1=C(c2cc3ccccc3o2)C[C@@H]2CC[C@H]1N2C(=O)N1CCCC1	-6	3	1	0	5
15	COc1ccccc1CCNCc1cccc(C(F)(F)F)c1	-3	0	9	7	-1
16	COc1cccc(C(=O)C2CCCN(Cc3ccc(F)cc3)C2)c1 (stereo not drawn)	-1	3	-2	0	-5
17	C[C@]12CC[C@H](O)CC1C(=O)CC1C2CC[C@@]2(C)C1CC[C@@H]2O (stereo partly drawn)	6	5	3	2	-2
18	O=C(CN1CCN(C(=O)COc2cccc(F)c2)CC1)Nc1ccc(Cl)c(C(F)(F)F)c1	-6	9	2	5	0
19	Cc1cc(Cl)ccc1C(=O)C1CCCN(Cc2ccon2)C1 (stereo not drawn)	8	0	3	0	10
20	O=C(N/N=C/c1c(O)n(CCc2ccccc2)c(=O)[nH]c1=O)c1ccncc1	-9	-18	-64	-4	2

item	HGIII-sPLA2 inh	KLK7 zymogen act	Tn6 DDE FP	ARFGAP1 inhibitor	PLC-beta3 inh
11	-1	0.4	4	-4	4
12	6	0.1	4	11	6
13	7	0.6	9	4	-6
14	-5	-0.5	0	7	1
15	2	0.6	-4	4	-1
16	2	0.4	-1	2	-2
17	-1	0.4	0	-3	1
18	-26	0.4	0	16	-12
19	-2	0.6	-2	15	0
20	-6	-4.8	-4	3	-83

# (next part)
item	SMILES	DDE Tn7 FP inh	ASAP1 GAP inh	PLC-gamma1 inh	UHRF1 binding	Rev-erbA mod
21	O=C(Cc1ccccc1)OCC(=O)c1ccccc1	-1	6	1	2	-1
22	Cc1cccc(-n2c(O)c(C=NCCCN3CCOCC3)c(=O)[nH]c2=O)c1C	3	-4	7	2	5
23	CC(=O)c1ccc(OCC(=O)N2CCCC(N(C)Cc3ccccc3)C2)cc1 (stereo not drawn)	-2	-20	5	1	-3
24	O=C(c1ccc(Cl)cc1)N1CCC2(CC1)OCCO2	11	11	-2	2	-1
25	CCc1cccc(CC)c1N(COC)C(=O)CCl	-7	7	1	-3	5
26	C[N+](C)(C)CC1CCCC1=O (stereo not drawn)	-5	7	2	-1	4
27	CN1CCN(C(=O)Cc2ccccc2)CC1	-4	1	0	2	6
28	C=CCn1c(O)c(C(C)=NCC2CCCO2)c(=O)[nH]c1=O (stereo not drawn)	-2	-6	0	-1	1
29	COC(=O)C1=C(c2ccc(-c3ccccc3)c(F)c2)C[C@@H]2CC[C@H]1N2C(=O)NCc1ccco1	-5	-9	0	0	1
30	CCCC[N+]12CCC(CC1)C(=C(c1ccccc1)c1ccccc1)C2	-13	-6	4	3	-4

item	HGIII-sPLA2 inh	KLK7 zymogen act	Tn6 DDE FP	ARFGAP1 inhibitor	PLC-beta3 inh
21	-3	0.2	1	-3	-3
22	-2	0.3	0	13	1
23	-1	0.2	3	16	1
24	4	0.0	-5	-9	-6
25	3	0.0	2	-6	-1
26	2	-0.8	-3	2	3
27	2	-0.4	-1	3	-8
28	-3	0.7	-6	9	-4
29	1	-0.2	-2	0	2
30	7	-0.6	-7	5	6

# The list continues.
item	SMILES	DDE Tn7 FP inh	ASAP1 GAP inh	PLC-gamma1 inh	UHRF1 binding	Rev-erbA mod
31	Cc1ccc(N2C(=O)NC(=O)/C(=C\c3cc(C)n(-c4sc5c(c4C#N)CCCC5)c3C)C2=O)cc1	1	-10	-21	-3	3
32	CN1C2CCC1CC(OC(=O)c1ccc([N+](=O)[O-])cc1)C2 (stereo not drawn)	0	7	0	-1	-1
33	CCOC(=O)CNC(=O)N1Cc2cc(-c3cccc(F)c3)ccc2-n2nncc2C1	13	3	-4	-1	7
34	CC(=O)c1cn(Cc2ccccc2C#N)c2ccccc12	3	-4	-3	-1	0
35	O=C(Nc1ccc(C(=O)O)cc1)Oc1ccc(N(CCCl)CCCl)cc1	-5	-14	-1	-1	2
36	CCOc1ccccc1N=C1SCCCN1C	3	-5	2	9	-2
37	O=C(CCNC(=O)N1C[C@H]2C[C@@H](C1)c1cccc(=O)n1C2)Nc1cccc(Cl)c1	0	13	1	0	0
38	CSCCC(N=Cc1c(O)n(-c2ccc(Cl)cc2)c(=O)[nH]c1=O)C(=O)OC(C)(C)C (stereo not drawn)	2	-6	-4	-3	2
39	OCC#CC[N+]1(CC#Cc2ccccc2)CCOCC1	-4	3	3	0	-1
40	COC(=O)C(O)(c1c(C)[nH]c2ccccc12)C(F)(F)F (stereo not drawn)	4	-5	-1	0	-4

item	HGIII-sPLA2 inh	KLK7 zymogen act	Tn6 DDE FP	ARFGAP1 inhibitor	PLC-beta3 inh
31	-10	-0.6	-7	-16	-23
32	3	0.3	-11	-5	1
33	-3	0.1	2	3	-2
34	2	0.4	5	3	-7
35	-6	1.0	-7	2	0
36	6	0.9	-1	4	-8
37	4	0.6	6	2	5
38	-7	0.2	-1	4	2
39	0	0.3	7	2	-3
40	-3	-0.3	-6	-5	-1

# In another format: entries from further up.
cpd	Molecule	DDE Tn7 FP inh	ASAP1 GAP inh	PLC-gamma1 inh	UHRF1 binding	Rev-erbA mod	HGIII-sPLA2 inh	KLK7 zymogen act	Tn6 DDE FP	ARFGAP1 inhibitor	PLC-beta3 inh
39	OCC#CC[N+]1(CC#Cc2ccccc2)CCOCC1	-4	3	3	0	-1	0	0.3	7	2	-3
34	CC(=O)c1cn(Cc2ccccc2C#N)c2ccccc12	3	-4	-3	-1	0	2	0.4	5	3	-7
31	Cc1ccc(N2C(=O)NC(=O)/C(=C\c3cc(C)n(-c4sc5c(c4C#N)CCCC5)c3C)C2=O)cc1	1	-10	-21	-3	3	-10	-0.6	-7	-16	-23

# Next entries
item	SMILES	DDE Tn7 FP inh	ASAP1 GAP inh	PLC-gamma1 inh	UHRF1 binding	Rev-erbA mod
41	O=C(COc1ccc(Cl)cc1)N1CCN(C/C=C/c2ccccc2)CC1	4	9	1	0	4
42	COc1ccc2nc(NC3=NCCN3)sc2c1	5	6	6	2	2
43	OCC(Cl)CCl (stereo not drawn)	-1	7	1	3	-4
44	CC(C)C[C@H](NC(=O)[C@@H]1CCCN1C(=O)[C@@H](N)Cc1ccc(O)cc1)C(=O)NCC(N)=O	2	1	-2	-4	2
45	CN1C(=O)C(=Cc2cn(CC#N)c3ccccc23)C(=O)N(C)C1=O	8	5	-26	2	-2
46	O=C1Nc2ccccc2Sc2ccccc21	-6	4	0	-1	1
47	CN1CCN2c3ccc(N)cc3CC3(C(=O)NC(=O)NC3=O)C2C1 (stereo not drawn)	-6	3	1	2	2
48	COc1ccc(C(=O)OCC2CN2c2cccc([N+](=O)[O-])c2)cc1 (stereo not drawn)	9	-1	-3	-3	-4
49	O=C(c1cc(-c2cccnc2)nc2ccc(Cl)cc12)N1CCC2(CC1)OCCO2	1	-3	-4	7	-4
50	CCCc1c(C)nc(SCC(=O)C(C)(C)C)nc1OC(=O)N(C)C	0	-5	0	2	-9
51	COc1ccc(-n2c(C)cc(C(=O)C[N+]34CCN(CC3)CC4)c2C)cc1	8	2	0	-2	3
52	O=c1[nH]c(=S)n(C2CC2)c(O)c1/C=N/Nc1cccc2ccccc12	3	1	-56	12	-3

item	HGIII-sPLA2 inh	KLK7 zymogen act	Tn6 DDE FP	ARFGAP1 inhibitor	PLC-beta3 inh
41	-8	0.5	0	-4	1
42	-3	-0.8	-4	0	6
43	1	0.5	-3	9	1
44	1	0.3	2	2	2
45	6	1.3	1	-5	-25
46	-3	-0.8	-2	10	-8
47	0	1.0	5	12	-9
48	-16	0.4	7	13	-2
49	5	-0.2	-5	5	0
50	-5	0.4	-3	-1	-7
51	5	-0.5	3	-4	-4
52	7	-5.5	3	-1	-75
